Screens from PubChem.
Peg3 prom inh: Peg3 promoter activity inhibition | 360,000 tested, 1.7% active | AID 588405 | inhibition, % at 20 µM | HeLa PEG-Prom luciferase reporter, luminescence, overnight;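 active means inhibition of at least 50% at 20 µM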
NR2E3 ag-1: agonists of human nuclear receptor NR2E3; Q9Y5X4; GST-NR2E3/biotin-RetCOR TR-FRET, 1536-well; inhibition of corepressor binding, % at 4.78 µM; 320,000 tested, 0.12% active; AID 2300;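 active means percent inhibition above the cutoff of mean plus 3 SD of all tested compounds, set per screening campaign, cut at about 20% in these data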;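 further: 0% = DMSO wells and 100% = biotin wells as full block of FRET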
Target sequence (Q9Y5X4 whole entry, looked up): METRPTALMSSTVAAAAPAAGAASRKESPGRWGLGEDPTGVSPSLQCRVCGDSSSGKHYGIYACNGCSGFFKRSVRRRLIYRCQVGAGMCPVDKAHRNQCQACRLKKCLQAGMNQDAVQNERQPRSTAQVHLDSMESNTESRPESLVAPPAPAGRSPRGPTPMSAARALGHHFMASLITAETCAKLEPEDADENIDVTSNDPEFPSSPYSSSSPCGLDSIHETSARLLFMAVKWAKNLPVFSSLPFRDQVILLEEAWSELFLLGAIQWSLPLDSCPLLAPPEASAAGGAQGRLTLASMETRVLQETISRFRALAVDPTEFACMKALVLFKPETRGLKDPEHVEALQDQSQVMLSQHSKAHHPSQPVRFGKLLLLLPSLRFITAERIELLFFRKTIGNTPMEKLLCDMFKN
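System: GST-NR2E3 and biotin-RetCOR proteins; probe or stimulus: 7 nM biotin-RetCOR; doses: compound at 4.8 µM, single dose; schedule: Compound–protein incubation for 5 h at 4 °C; detection: time-resolved FRET; read-out: percent inhibition; controls: biotin wells as high control, 0.6% DMSO wells as low control; format: 1536-well plates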
KKLEB cytotox: counter-screen for CF NF-kB inhibitors: cytotoxicity; KKLEB CF airway cells viability, ATPlite luminescence, overnight; active compounds read low; cells stimulated with P. aeruginosa culture filtrate; activity change (cytotoxicity), % at 5 µM; 360,000 tested, 0.36% active;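 active means corrected activity change at or below -50% at 5 µM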
Vif inh: inhibitors of HIV Vif. 340,000 tested, 0.35% active. inhibition, % at 7.49 µM. HEK293T cells, Vif self-association by quenched fluorescence, imaging, 24 h. AID 602346; in the data active means inhibition above about 50%, passing the limit was not always enough; further: some results filed as inactive read as strong as hits
NR2E3 ag-2: activates human NR2E3 receptor; Q9Y5X4; CHO-S Gal4-NCOR/VP16-NR2E3 two-hybrid, luciferase; AID 602229; inhibition of corepressor binding, % at 3.98 µM; 360,000 tested, 0.35% active;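 active means inhibition above the mean of all tested compounds plus 3 SD, cut at about 70% in these data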;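 further: 0% = DMSO with NR2E3 transfected cells and 100% = cells lacking NR2E3 construct; higher means lower luciferase signal from less NR2E3 corepressor binding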
CaV13 ICDI inh: Disruptors of the CACNA1D IQ motif to Ca2+-dependent inactivation inhibitor domain association, primary screening, Förster resonance energy transfer in intact living … | 340,000 tested, 0.098% active | HEK cells, CFP/YFP FRET ICDI-IQ, plate reader, 10 min; percent FRET-ratio fall versus neutral wells | inhibition, % at 12.3 µM | AID 743397;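 active means mean replicate inhibition of at least 30% and at least 1% of replicates passing that level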;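 further: 0% = median of the neutral control wells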
PDI inh: PDI (human) enzyme inhibition; P07237; AID 588391; PDI insulin aggregation turbidity, A650, 90 min; 350,000 tested, 0.052% active; inhibition, % at 10 µM;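 active means mean inhibition across replicates of 30% or more, whatever share of single replicates reach that level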;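 further: absorbance from insulin aggregation driven by PDI reduction with DTT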
Target sequence (P07237 whole entry, looked up): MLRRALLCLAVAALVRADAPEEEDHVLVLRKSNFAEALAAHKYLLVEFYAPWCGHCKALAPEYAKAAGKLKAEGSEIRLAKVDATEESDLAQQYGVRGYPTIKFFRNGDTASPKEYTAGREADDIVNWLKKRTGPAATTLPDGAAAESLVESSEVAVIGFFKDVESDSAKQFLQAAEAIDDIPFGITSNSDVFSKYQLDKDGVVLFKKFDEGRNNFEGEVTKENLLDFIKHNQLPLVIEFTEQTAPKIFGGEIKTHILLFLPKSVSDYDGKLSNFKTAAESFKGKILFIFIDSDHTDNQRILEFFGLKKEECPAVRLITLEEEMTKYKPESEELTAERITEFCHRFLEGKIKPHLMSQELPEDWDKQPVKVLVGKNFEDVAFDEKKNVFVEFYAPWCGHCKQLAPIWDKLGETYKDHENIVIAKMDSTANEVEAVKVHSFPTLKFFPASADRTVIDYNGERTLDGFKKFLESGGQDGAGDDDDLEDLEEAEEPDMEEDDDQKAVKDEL
CF NFkB inh: cystic fibrosis NF-kB activation inhibition; KKLEB NF-kB-GFP reporter, PAF-induced, GFP fluorescence overnight; inhibition, % at 5 µM; 360,000 tested, 0.86% active; AID 588850;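 active means at least 50% inhibition at 5 µM, scaled per plate between neutral and stimulator controls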;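 further: PAF is a Pseudomonas aeruginosa culture filtrate used as stimulus; plate controls were PAF-stimulated DMSO wells for no effect and unstimulated DMSO wells for full effect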
HIF-2a inh: HIF-2a inhibition; 786-0 RCC cells HIF-2a reporter, luciferase luminescence, overnight; inhibition, % at 18.8 µM; 360,000 tested, 0.72% active; AID 624352;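 active means inhibition of the luminescence signal of 40% or more relative to plate controls, in a single-dose primary screen at 18.75 µM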
TRPM1 prom inh: inhibitors of MITF-driven TRPM1 promoter in melanoma cells | SK-MEL-5 TRPM1 promoter luciferase, 24 h | inhibition, % at 12.5 µM | 330,000 tested, 0.83% active | AID 488899;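 active means mean inhibition across replicates of 60% or more, whatever share of single replicates reaches that level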; further: values of inactives mirror those of a sister screen read the other way
Shn3 inh set2: inhibitors of Schnurri-3 3'UTR reporter in osteoblasts; Clone20 osteoblast Shn3 3'UTR firefly luciferase, 24 h; inhibition, % at 12.5 µM; 360,000 tested, 0.52% active;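 active means mean inhibition of at least 75% with every replicate also reaching 75%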;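 further: 0% = median of neutral control wells and 100% = pilot-screen positive control compound; some compounds past the cut are filed as inactive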
Numbers without * were called inactive; / = not tested or not shown. An unsorted share of the library, and some 3.3% of all compounds hit somewhere here.

SMILES	Peg3 prom inh	NR2E3 ag-1	KKLEB cytotox	Vif inh	NR2E3 ag-2	CaV13 ICDI inh	PDI inh	CF NFkB inh	HIF-2a inh	TRPM1 prom inh	Shn3 inh set2
Cn1c(=O)n(CCc2ccccc2)c(=O)c2c1ncn2Cc1ccccc1	21	-2	-6	-5	-11	-10	-69	0	-2	13	38
CCCCc1ccc(NC(=S)Nc2ccc(Cl)c(S(=O)(=O)N(C)C)c2)cc1	6	-3	0	0	6	-13	3	-3	-20	5	-2
CN(CCc1ccccc1)C(=O)c1ccc(NC(=O)Cc2ccc(NC(=O)C3CCCN(C(=O)C4CC4)C3)cc2)cc1 (configuration not stated)	-14	/	10	-6	-29	-7	-1	-3	-15	-1	-6
C[C@H](CO)N1C[C@H](C)[C@H](CN(C)Cc2ccccc2)Oc2c(NC(=O)Nc3ccc(F)cc3)cccc2C1=O	0	/	12	-10	-5	-12	-4	4	-8	-1	62
Cc1cccc(S(=O)(=O)N(C)C[C@@H]2OCc3cn(nn3)CCCC(=O)N([C@H](C)CO)C[C@H]2C)c1	1	/	1	0	-23	-3	17	10	9	/	13
N[C@@H](Cc1ccc(O)cc1)C(=O)Nc1ccc2ccccc2c1	-79	-3	-13	18	-23	-17	13	18	-55	-23	-38
Cc1cc(Cl)ccc1C(O)c1ncc(-c2cccc(F)c2)[nH]1 (configuration not stated)	7	/	-16	-10	25	-8	-1	24	0	/	5
CC1(CCc2ccccc2)NC(=S)N(c2ccccc2)N1 (configuration not stated)	-6	-2	10	-1	0	-12	-3	-14	-25	-8	-4
C#CCOCCOCCOCCNc1nc(N2CCN(C(=O)[C@H](CCCN=C(N)N)n3cc(C(N)[C@H](C)CC)nn3)CC2)nc(N2CCN(C(=O)[C@H](CCCN=C(N)N)n3cc(C(N)[C@@H](C)CC)nn3)CC2)n1 (some centres not stated)	-3	/	-6	0	-1	/	0	9	14	-1	0
C=CCNC(=O)c1ccccc1NC(=O)c1cccc2ccccc12	16	3	0	14	-27	-5	0	4	7	5	26
Cc1cccc(C)c1N1C(=O)CC(N2CCN(S(=O)(=O)c3ccccc3F)CC2)C1=O (configuration not stated)	9	/	2	-2	4	-5	8	-8	3	-8	-6
COc1cccc(C2CC(c3ccc(Cl)cc3Cl)n3nc(N)nc3N2)c1 (configuration not stated)	-4	4	-3	-5	-22	-4	/	12	7	/	-11
CCc1ccc(-c2ccc3nnc(SCC(N)=O)n3n2)cc1	-5	1	16	7	-3	-14	8	-18	-11	-19	-7
O=c1[nH]c(/C=C/c2ccccc2)c([N+](=O)[O-])c(=O)[nH]1	13	/	-5	0	7	-2	-3	7	25	8	6
CCCCCCCNC(=O)C1(CC2CC(c3ccc(Cl)cc3)=NO2)CCN(C(=O)c2cc(OCC)c(OCC)c(OCC)c2)CC1 (configuration not stated)	12	-2	1	14	19	-9	6	11	5	23	10
Cc1nc(=S)n(-c2ccccc2)[nH]1	6	3	-5	9	-3	2	-4	10	3	7	-3
Cc1cccc(-c2noc(CN(C)C(=O)c3ccco3)n2)c1	-110	5	3	-8	-41	-2	1	18	-114	-15	-21
Cn1nccc1C(=O)c1ccc(Cl)cc1	4	-2	2	-7	1	/	-7	5	9	-7	-4
O=C(COc1ccccc1[N+](=O)[O-])Nc1cccc(S(=O)(=O)N2CCCC2)c1	-4	/	12	-4	-45	-5	6	-7	-26	-3	-3
COCCCNC(=O)CN1C(=O)c2cccc3cccc1c23	23	2	-4	1	23	-5	3	16	12	1	-12
O=C(Cc1ccccc1)NN1C(=O)C2C3C=CC(C3)[C@@H]2C1=O (some centres not stated)	-4	4	22	4	-4	-16	8	-9	7	10	-5
COc1cc(SC)ccc1C(=O)Nc1ccc2c(c1)CCC2	-243	0	-8	1	-212	-18	-11	-2	-149	-60	-90
COc1ccc(-c2cc(C)no2)cc1S(=O)(=O)N1CCN(c2ccccc2F)CC1	20	2	-4	-10	-26	-7	2	-20	17	15	26
CCOc1ccc(NC(=O)CN2CCN(CC(=O)Nc3cccc(F)c3)CC2)cc1	18	0	9	6	-22	-1	-10	-14	4	-2	-7
OCCC1CN(Cc2cccc3nonc23)CCN1C1CCCCC1 (configuration not stated)	15	-17	-1	-8	1	-3	6	-8	14	-6	2
Cc1cc(NC(=O)COC(=O)COc2ccc(Cl)cc2C)c([N+](=O)[O-])cc1C	4	0	17	-1	31	-5	4	-33	8	1	-25
O=C(c1noc2c1CCCC2)N1CCN(c2ccccc2)CC1	-49	-1	0	2	-27	-7	-3	10	-95	-42	-32
CCOc1cc(C(=O)OC(C)C(=O)Nc2ccccc2OC)ccc1OCC(=O)N1CCOCC1 (configuration not stated)	16	/	2	0	2	-2	3	0	6	10	-17
CC(C)Cc1ccc(S(=O)(=O)N2CCOCC2)cc1	6	1	-5	-3	-10	-7	1	17	1	3	-20
O=C(O)C1(Nc2ccc(Cl)cc2)CCCC1	-6	/	-1	17	-38	-5	-1	2	4	-2	-19
CC(C)(C)S(=O)(=O)/C(C#N)=N/Nc1ccc(S(N)(=O)=O)cc1	13	-5	8	4	-14	-5	-16	4	11	8	2
Cc1ccc(OCc2nnc(SCC(=O)N3C(C)CCCC3C)o2)cc1 (configuration not stated)	5	5	0	-3	9	-2	-7	11	8	3	12
CC(C)[C@@H](C(=O)NC1CC1)N1C(=O)N2CCc3c([nH]c4ccccc34)[C@@]2(C)C1=O	29	-2	-2	-6	-23	/	/	13	17	12	-12
COc1ccc(CN2C(=O)c3cccc4cccc(c34)C2=O)cc1	8	-1	-6	5	-4	-5	-4	-12	10	1	-6
COc1ccc(-n2cnc3cc(C(=O)NCC4CCCO4)ccc32)cc1 (configuration not stated)	2	-2	0	5	0	-2	4	-18	-15	4	5
O=C(COc1ccccc1)N1CCN(c2ncnc3c2cnn3-c2ccccc2)CC1	-1	4	-13	-6	-11	/	-7	10	-12	17	4
COCCn1c(SCCN2CCOCC2)nc2c1c(=O)[nH]c(=O)n2C	14	3	0	-2	-24	-4	/	-6	13	-1	-30
C=CCn1c(SCC(C)=O)nc2sc3c(c2c1=O)CCC3	10	4	-17	-7	-5	-21	12	19	10	9	18
O=C(OCn1ncc(Cl)c(Cl)c1=O)c1cccc(C(F)(F)F)c1	104*	13	-38	-3	30	/	-1	78*	93*	94*	97*
OC(CSc1c(Cl)cccc1Cl)CN1CCN(c2ccccc2F)CC1 (configuration not stated)	16	2	-10	2	-20	-3	11	13	25	-8	15
Nc1nc2c(ncn2C2C[C@H](O)[C@@H](CO)O2)c(=O)[nH]1 (some centres not stated)	-10	4	3	-8	2	-5	0	-19	18	-5	-16
C[C@@H]1CN([C@H](C)CO)C(=O)CCCn2nncc2CO[C@H]1CN(C)C(=O)Nc1cccc(Oc2ccccn2)c1	0	/	-20	12	-21	-3	0	3	1	/	4
COc1cccc(C(C)N(C)Cc2nc(COc3ccccc3)no2)c1 (configuration not stated)	12	0	-9	-3	-2	4	-11	-9	9	-8	18
O=C(c1cc2ccccc2o1)N1CCN(C/C=C/c2ccccc2)CC1	-5	-3	-19	-7	22	-7	10	4	-3	1	-1
C[C@H](C(=O)O)c1n[nH]c(=O)c2ccccc12	-4	-2	-7	9	-10	-4	1	6	11	-1	-14
COc1ccccc1C(=O)NCC(=O)N1CCN(c2ncccn2)CC1	-4	3	24	2	-21	-5	5	-22	9	0	6
c1ccc2c(Cn3ccnc3)c[nH]c2c1	14	2	-1	8	-1	-5	3	12	11	5	29
COCCn1c(SCC(=O)Nc2cccc(S(N)(=O)=O)c2)nc2cc(Cl)ccc2c1=O	7	2	-2	-6	0	-7	-4	-5	9	-6	7
COc1cc(C(=O)N2CCN(c3ccccc3F)CC2)ccc1OCC(=O)N1CCOCC1	6	2	5	-3	-13	-6	19	-1	-5	-10	7
CCCn1c(SCC(=O)Nc2nnc(C)s2)nnc1C1CC1	13	-4	10	/	-36	/	2	-2	11	1	2

The closing three records of the part before are carried over, then new ones follow:
SMILES	Peg3 prom inh	NR2E3 ag-1	KKLEB cytotox	Vif inh	NR2E3 ag-2	CaV13 ICDI inh	PDI inh	CF NFkB inh	HIF-2a inh	TRPM1 prom inh	Shn3 inh set2
COCCn1c(SCC(=O)Nc2cccc(S(N)(=O)=O)c2)nc2cc(Cl)ccc2c1=O	7	2	-2	-6	0	-7	-4	-5	9	-6	7
COc1cc(C(=O)N2CCN(c3ccccc3F)CC2)ccc1OCC(=O)N1CCOCC1	6	2	5	-3	-13	-6	19	-1	-5	-10	7
CCCn1c(SCC(=O)Nc2nnc(C)s2)nnc1C1CC1	13	-4	10	/	-36	/	2	-2	11	1	2
Cc1nn(-c2ccccc2)c(C)c1C(=O)OC(C)C(=O)NC1CCCCC1C (configuration not stated)	20	1	-2	-6	3	-3	-81	-11	16	12	17
Cc1ccc(S(=O)(=O)N2CCN(CC(=O)N/N=C/c3ccc(Br)s3)CC2)cc1	6	1	-2	0	-5	-5	-12	10	13	4	-7
COc1ccc([C@@H]2[C@@H]3C(=O)N(C(C)(C)C)C(=O)[C@@H]3[C@]3(Cc4ccc(Cl)cc4)C(=O)N(c4cccc(C)c4)C(=O)N23)cc1	0	0	-14	5	33	-5	-15	-11	11	-7	-8
CCCNC(=O)C1CCC(CNS(=O)(=O)c2cccc3nsnc23)CC1 (configuration not stated)	15	-1	-17	-1	-26	-8	3	4	9	-2	-10
COc1ccc(C(CNC(=O)c2ccc(S(=O)(=O)Nc3ccccc3C)cc2)N2CCOCC2)cc1 (configuration not stated)	21	-2	-4	-2	3	-6	2	1	0	5	4
COc1ccc(/C=C/c2cc(C(=O)O)c3ccccc3n2)cc1	30	2	-14	0	-127	-6	5	-11	22	46	51
O=C(Nc1ccc(F)cc1)N1CCN(C(=O)C2CCCO2)CC1 (configuration not stated)	5	1	10	8	-40	-3	1	-20	-1	-12	1
CCC(=O)N1CCN(c2ccc(NC(=O)c3c(F)c(F)c(OC)c(F)c3F)cc2)CC1	6	2	18	-1	-3	-4	1	-13	14	13	0
Cc1cc(NC(=O)CSCC(=O)N(C)Cc2ccc(Cl)c(Cl)c2)no1	-2	0	-1	-1	-10	/	-5	1	19	-2	2
CN(c1ccccc1)S(=O)(=O)c1ccc(C(=O)Nc2nnc(C3CC3)s2)cc1	-2	1	6	4	-8	2	4	-5	8	0	0
Cc1ccc(-n2cc(CNCCn3nc(C)cc3C)c(-c3ccc(F)cc3)n2)cc1	-24	-2	-24	3	-3	-5	-2	11	-19	-13	-12
COC(=O)C1=C(C)NC(C)=C(C(=O)OC)C1c1ccc(C)o1	6	-1	11	4	-25	-16	0	-14	10	-7	26
O=C(Nc1ccccc1)Nc1ccc2nnsc2c1	-194	4	2	-18	-36	-3	4	-4	-288	-79	-60
